Bioassay records deposited in PubChem by several laboratories.
STK33 kinase inh – blocks human STK33 kinase activity; Q9BYT3; purified STK33, MBP phosphorylation, ADP-Glo luminescence; inhibition, % at 10 µM; 0.073% of 320,000 active; AID 2661;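 active means inhibition at or above 25%, using the most active replicate where run in duplicate; inactive means inhibition below 25%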
Target sequence (Q9BYT3 whole entry, looked up): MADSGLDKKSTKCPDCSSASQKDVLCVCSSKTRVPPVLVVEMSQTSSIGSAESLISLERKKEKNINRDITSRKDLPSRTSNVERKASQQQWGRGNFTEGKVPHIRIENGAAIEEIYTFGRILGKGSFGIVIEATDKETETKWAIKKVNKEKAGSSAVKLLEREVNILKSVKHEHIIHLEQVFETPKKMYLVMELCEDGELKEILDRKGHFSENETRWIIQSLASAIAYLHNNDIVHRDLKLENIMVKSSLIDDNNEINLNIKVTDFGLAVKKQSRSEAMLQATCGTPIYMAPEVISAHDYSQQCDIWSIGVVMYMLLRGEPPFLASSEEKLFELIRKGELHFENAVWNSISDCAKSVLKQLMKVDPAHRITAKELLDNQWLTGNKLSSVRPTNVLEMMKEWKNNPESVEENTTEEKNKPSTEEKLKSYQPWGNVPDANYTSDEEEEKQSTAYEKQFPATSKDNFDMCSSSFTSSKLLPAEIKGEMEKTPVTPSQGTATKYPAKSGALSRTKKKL
Kir21 block – inhibitors of mouse Kir2.1 inward-rectifier potassium channel. P35561. HEK293-Kir2.1, FluxOR thallium flux fluorescence; active compounds read low. B-score at 10 µM. 0.85% of 310,000 active. AID 1672;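 active means fluorescence ratio B-score at or below minus 3 SD of library scores, with starting-brightness B-score within 2 SD, cut at about -4.2 in these data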;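 further: channel flux triggered by added potassium and thallium sulfate stimulus; B-score of peak minus minimum fluorescence over baseline after thallium stimulus; more negative B-score means stronger Kir2.1 block with less thallium influx; some compounds called inactive have numbers as strong as hits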
Target sequence (P35561 whole entry, looked up): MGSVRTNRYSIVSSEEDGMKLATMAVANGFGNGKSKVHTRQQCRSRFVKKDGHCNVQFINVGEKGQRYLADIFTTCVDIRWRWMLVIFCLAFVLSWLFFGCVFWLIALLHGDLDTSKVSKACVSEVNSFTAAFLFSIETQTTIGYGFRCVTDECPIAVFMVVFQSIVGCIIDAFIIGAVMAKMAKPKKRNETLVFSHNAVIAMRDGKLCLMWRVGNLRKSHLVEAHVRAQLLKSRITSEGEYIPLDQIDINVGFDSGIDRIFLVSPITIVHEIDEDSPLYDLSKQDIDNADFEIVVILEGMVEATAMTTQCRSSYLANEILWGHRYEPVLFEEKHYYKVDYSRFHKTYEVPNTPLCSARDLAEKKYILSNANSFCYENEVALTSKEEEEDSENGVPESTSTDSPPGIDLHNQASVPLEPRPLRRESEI
* marks the source's active call; other numbers are inactive results; / = not tested or not shown.

SMILES	STK33 kinase inh	Kir21 block
COc1ccc(Cl)cc1NC(=O)c1noc(C)c1[N+](=O)[O-]	-1.1	-0.57
CNc1sc(C(=O)c2cccs2)c(N)c1-c1nc2ccccc2s1	-1.6	-2.05
Cc1ccc(S(=O)(=O)Nc2ccc(O)c3ccccc23)c(C)c1	0.0	-3.06
C[C@H](CO)N1C[C@H](C)[C@@H](CN(C)C(=O)Nc2ccc3c(c2)OCO3)Oc2c(NC(=O)c3ccncc3)cccc2C1=O	-0.6	/
CC1CCCCN1S(=O)(=O)c1csc(C(N)=O)c1 (stereo not given)	-1.8	-0.97
CC(C)C(NS(=O)(=O)c1ccccc1)C(=O)N1CCN(C(=O)c2ccco2)CC1 (stereo not given)	-1.2	-0.33
O=C(NCCCn1ccnc1)C(Cc1ccccc1)N1C(=O)c2ccccc2C1=O (stereo not given)	1.5	-0.65
CCOC(=O)C1CCN(C(=O)COC(=O)c2c(C)c(CC)nc3ccccc23)CC1	-1.0	/
CCOc1cc(N2CCOCC2)c(OCC)cc1NC(=O)CN1CCC(Cc2ccccc2)CC1	1.0	-1.83
COc1cccc(/C=C2/C(=O)NN(c3ccc(C)c(C)c3)C2=O)c1	-0.5	-1.48
Cc1ccc(C(=O)NCC(=O)Nc2ccncc2)cc1C	-1.0	0.01
O=C(O)Cc1c[nH]c2ccc(O)cc12	-0.6	-0.66
O=C(C1CCC(=O)N(C2CC2)C1)N1CCC(Oc2ccccc2F)CC1 (stereo not given)	-0.6	-0.35
Cc1ccc(N2C(=O)CC(N3CCN(C4CCc5ccccc5C4)CC3)C2=O)cc1 (stereo not given)	-1.0	-1.36
COCCNC(=O)CN(c1ccc(F)cc1)S(=O)(=O)c1ccc2c(c1)OCCO2	-0.6	-0.25
CCOC(=O)CSc1ccc(S(=O)(=O)N2CCCC2)cc1[N+](=O)[O-]	-0.8	0.71
CC1(C)CC(=O)C(C2=NC3(CCCCC3)Cc3ccccc32)=C(O)C1	-0.6	-1.26
Cc1cc(C)nc(-n2nc(C)cc2NC(=O)c2ccc(F)cc2F)n1	1.5	0.52
Cc1c(N2C(=O)c3ccc(Br)cc3C2=O)c(=O)n(-c2ccccc2)n1C	-1.2	-2.1
CCN(CC)C(=O)C1CC(=O)OC1(C)C (stereo not given)	-2.6	1
COc1ccc(Nc2ncnc3sc(-c4ccccc4)cc23)cc1	-0.8	-1.21
Cc1cccc(NC(=O)CCCN=C2NS(=O)(=O)c3ccccc32)c1C	0.7	/
Cc1cc(NC(=O)CSc2nc(C(C)C)nc3sc(C)c(C)c23)no1	0.0	-1.37
COc1cccc(-c2noc(C3CCCN(C(=O)c4ccccc4OC)C3)n2)c1 (stereo not given)	-1.1	-0.52

Look-ups from the results shown.
`CC1(C)CC(=O)C(C2=NC3(CCCCC3)Cc3ccccc32)=C(O)C1` in Kir21 block → -1.26
`COc1cccc(-c2noc(C3CCCN(C(=O)c4ccccc4OC)C3)n2)c1` (stereo not given) in Kir21 block → -0.52
`COc1ccc(Nc2ncnc3sc(-c4ccccc4)cc23)cc1` in Kir21 block → -1.21

(more compounds)
SMILES	STK33 kinase inh	Kir21 block
COc1ccc(CCNC(=O)CCOc2ccc(C(C)(C)C)cc2)cc1OC	-0.4	-1.07
COCCCn1c(C(=O)NCCN2CCOCC2)cc2c(=O)n3cccc(C)c3nc21	1.2	0.74
CCCCS(=O)(=O)CC(COc1ccccc1)OC(=O)c1ccccc1 (stereo not given)	-0.6	-1.01
C=CCNC(=O)CN(Cc1ccccc1)S(=O)(=O)c1ccc(C)cc1	-1.8	0.56
O=C(c1ccc(NC2=NC3CS(=O)(=O)CC3S2)cc1)N1CCN(C(=O)c2ccco2)CC1 (stereo not given)	0.1	/
CCCOc1ccccc1N/C(N)=N/c1nc(C)cc(C)n1	-1.4	-0.67
Cc1ccc(-c2cc(NC(=O)CSc3n[nH]c(N)n3)n(-c3ccccc3)n2)cc1	9.9	-0.02
O=C(CCSc1ccccc1)NC(=O)COC(=O)C1CCCCC1	1.3	-1.05
CC1CN(S(=O)(=O)c2ccc(C(=O)Nc3nncs3)cc2)CC(C)O1 (stereo not given)	-1.1	/
CCc1cc(C(=O)OC)c(NC(=O)c2cc(Br)cs2)s1	-0.5	2.57
COc1ccc(NC(=O)COC(=O)CCCC2=NS(=O)(=O)c3ccccc3N2)cc1	-0.3	-1.47
CCOC(=O)C1=C(N)OC(CCl)=C(C#N)C1c1ccsc1 (stereo not given)	/	-2.53
O=c1nc2s/c(=C\c3ccco3)c(=O)n2nc1Cc1ccc(F)cc1	-1.4	0.02
CCN1C(=O)c2cccc3c(S(=O)(=O)N(C(=O)c4cccnc4)c4ccc(OC)cc4)ccc1c23	-1.4	0.38
CC(C)(C)c1ccc(/C=C/C(=O)O)s1	-1.0	-0.99
O=C(CN1CCCC1)N1c2ccccc2Sc2ccc(Cl)cc21	-2.5	-0.25
CCN(CC)C(=O)C(C)OC(=O)COc1ccc(Cl)cc1C (stereo not given)	0.2	2.15
O=C1[C@H]2[C@@H](C(=O)N1c1cccc3ccccc13)C1(C(=O)c3ccccc3C1=O)N1CCC[C@@H]21	-1.9	1.85
CCNC(=O)COC(=O)CCC(=O)c1ccc(F)cc1	-0.5	-0.5
CC(=O)Nc1ccc(NC(=O)CSc2nnc(NC(=O)C3CC(=O)N(c4ccc(F)cc4)C3)s2)cc1 (stereo not given)	-0.8	0.15
O=C(CN1C(=O)CSc2ncccc21)Nc1cccc(Cl)c1	0.7	-0.63
O=C(NC(=S)Nc1ccccc1Br)C1CCCC1	-0.6	0.25
CC1CCN(C(=O)CSc2nnc(Cc3cc(=O)[nH]c(=O)[nH]3)n2-c2ccc(Cl)cc2)CC1	3.2	0.24
CCNC(=O)CN(CCc1ccccc1)S(C)(=O)=O	-0.5	-0.05
CC(=O)N1CCN(S(=O)(=O)c2cccc(C(=O)Nc3cc(C(F)(F)F)ccc3N3CCOCC3)c2)CC1	-0.9	-0.06
O=C(O)/C=C/c1nc(-c2ccccc2)n2ccccc12	-0.4	1.08
O=C(CSc1ccc2nnc(-c3ccccn3)n2n1)Nc1cccc(F)c1	-0.4	0.2
Cc1ccc2c(c1)Oc1ccc(NC(=O)CCl)cc1C(=O)N2	0.8	-0.01
O=C(COC(=O)CNC(=O)c1ccco1)Nc1ncc(Cl)cc1Cl	8.3	/
Clc1ccc2c(c1)[C@H]1OCC[C@H]1[C@@H](c1ccco1)N2	1.4	0.09
COc1ccccc1C(=O)COC(=O)c1cccc(-n2cnnn2)c1	-1.0	/
O=C(CN(c1ccc(Cl)cc1)S(=O)(=O)c1ccccc1)N1CCN(c2ccccc2)CC1	0.7	1.88
Cc1cc(N(C)NC(=S)Nc2ccccc2)nc(C)n1	-1.2	0.33
CCOc1ccccc1NC(=O)CCNS(=O)(=O)c1cccc2nonc12	-0.3	-1.96
Cc1nn(S(=O)(=O)c2ccccc2)c(C)c1Sc1ccc([N+](=O)[O-])cc1	0.4	0.23
CN(C(=O)c1ccc(NC(=O)Cc2cccc(NC(=O)C3CCN(C(=O)C4CCCC4)CC3)c2)cc1)C1CCCC1	-1.2	/
Cc1coc(C)c1C(=O)Nc1ccc2ccccc2c1	/	-1.98
Cc1ccc(S(=O)(=O)N2CCC(C(=O)OCC(=O)NC3(C#N)CCCCC3)CC2)cc1C	-0.7	0.3
COc1ccc(Nc2ncnc3sc(C)cc23)c(OC)c1	0.5	-0.78
O=C(C1CCN(c2ncnc3c2sc2cccc(F)c23)CC1)N1CCCC1	-0.4	1.14
CCCCc1ccc(NC2=NCC(=O)N2CCc2ccccc2)cc1	-2.3	0.46
Cc1ccc(C(=O)c2cc(C)sc2N)cc1	-0.1	-0.98
CCCC(CCC)C(=O)NCCN1CCOCC1	-0.9	-1.58
COc1cc(/C=N/NC(=O)C(=O)NCC2CCCO2)ccc1OCC(=O)N1CCOCC1 (stereo not given)	-1.2	0.88
O=C(Nc1ccccc1-c1nc2ccccc2[nH]1)c1ccc(S(=O)(=O)N2CCCCC2)cc1	/	-0.74
COC(=O)c1sccc1NC(=O)Nc1ccc(C(C)=O)cc1	0.8	-1.52
CCC(C)(C(=O)NC1CCCC1)N(C)C(=O)c1ccccn1 (stereo not given)	-0.2	-0.39
COc1ccccc1C(=O)n1nc(-c2cccnc2)nc1N	/	0.46
Cc1ccc(C)c(N2CCN(C(=O)COc3cc(=O)n(C)c4ccccc34)CC2)c1	2.0	-2.6
Cc1nnc(SCC(=O)NNC(=O)c2ccco2)n1-c1cccc(Cl)c1	0.4	-0.38
COCCN1CC(=O)N2C(c3cccc(OC)c3)c3[nH]c4ccccc4c3C[C@H]2C1=O (stereo not given in full)	-0.2	0.19
CSc1nc2c(C)c(C)c(C)c(C)c2[nH]1	-0.4	-0.18
COC(=O)Cn1c(=O)c2c(nc3n2CC(C)CN3CCc2ccccc2)n(C)c1=O (stereo not given)	/	2.17
C/C(=N\S(=O)(=O)c1ccc(C)cc1)NC(=S)Nc1ccc(C)cc1	-1.6	1.56
CC(NC(=O)c1ccc(Br)cc1)c1ccc2c(c1)CCCC2 (stereo not given)	/	-0.01
CCC(=O)NCc1cc(-c2nn(C)c(=O)c3ccccc23)ccc1OC	-2.2	0.57
CCOc1ccccc1-n1nnnc1SCC(=O)Nc1cc2oc3ccccc3c2cc1OC	-3.0	1.59
Cc1cccc(NC(=O)N2CCCCCC2)c1C	-2.5	-1.07
COc1ccc(C2C(C#N)=C(N)Oc3c2oc(CO)cc3=O)cc1 (stereo not given)	-1.0	-1.29
N/C(=N\OC(=O)/C=C/c1ccccc1)c1cccnc1	-0.1	1.21
(continued)
SMILES	STK33 kinase inh	Kir21 block
Cc1cccc(C)c1NC(=O)CCCN1CC(C)OC(C)C1 (stereo not given)	-1.5	-1.29
Cc1cccc(NC(=O)c2ccccc2NC(=O)C2CCCCC2)c1C	0.5	-0.52
CCOc1ccc(NC(=O)C2CCN(S(C)(=O)=O)CC2)cc1	0.2	-1.84
CCC(C)(C)NC(=O)C(c1ccc(C)cc1)N(Cc1ccco1)C(=O)CCC(=O)Nc1nccs1 (stereo not given)	1.2	-0.54
COc1cc(Br)c(CC(=O)NC2CC2)cc1OC	-0.3	0.65
COc1ccc(C)cc1NC(=O)c1sc2ncnc(N3CCN(c4ccccn4)CC3)c2c1C	-2.8	0.19
O=S(=O)(c1ccccc1)C(/C=N\O)/C=C/c1ccccc1 (stereo not given)	3.1	-2.07
COc1cccc(C(=O)CC(=O)C(=O)Nc2ccc([N+](=O)[O-])cc2C)c1	-0.2	-0.7
COc1ccc(C(=O)CNc2ccc(C)cc2C)cc1	0.4	1.93
O=C1CCC(C(=O)OCc2nnc(-c3ccccc3)o2)=NN1	-0.5	0.64
CC1Oc2ccccc2N(Cc2ccccc2Cl)C1=O (stereo not given)	-1.2	-0.97
CC1=C(C)C(O)N(Cc2ccccc2)C1=O (stereo not given)	-0.5	2.64

Full records from above:
`CCC(C)(C)NC(=O)C(c1ccc(C)cc1)N(Cc1ccco1)C(=O)CCC(=O)Nc1nccs1` (stereo not given) across the screens: STK33 kinase inh = 1.2; Kir21 block = -0.54
`Cc1cccc(NC(=O)c2ccccc2NC(=O)C2CCCCC2)c1C` across the screens: STK33 kinase inh = 0.5; Kir21 block = -0.52

(more compounds)
SMILES	STK33 kinase inh	Kir21 block
O=C(NCc1ccccc1Cl)C(=O)NCC1OCCN1S(=O)(=O)c1ccc(F)cc1 (stereo not given)	-1.8	-1.57
CN(C(=O)CSc1nnc(N)s1)c1c(N)n(Cc2ccccc2)c(=O)[nH]c1=O	-3.0	0.08
COc1cc2c(cc1OC)CN(C(=O)c1oc3ccccc3c1C)CC2	-0.5	-0.51
O=C(Nc1ccccc1)c1ccc(NC2CCCCC2)c(S(=O)(=O)N2CCOCC2)c1	0.5	-0.78
CN1CCc2c(sc(NC(=O)c3ccc(S(=O)(=O)N4CCc5ccccc54)cc3)c2C(N)=O)C1	0.0	-1.31
CC1CCCC(C)N1C(=O)Cn1cnc2cc([N+](=O)[O-])ccc2c1=O (stereo not given)	-0.1	0.5
Cc1nc2ccccc2c(=O)n1Cc1ccc([N+](=O)[O-])cc1	-1.5	2.09
Cc1ccn2cc(CC(=O)O)nc2c1	-2.1	1.05
Cn1c(-c2ccc(F)cc2)cnc1SCC(=O)N1CCCCC1	-2.0	-1.77
COc1ccc(S(=O)(=O)Nc2c(C)nn(C)c2C)cc1Br	-1.6	/
Cc1cc(C)[n+](-c2ccc(C(C)C)cc2)c2[nH]c(=O)[nH]c(=O)c12	-0.2	0.02
CCC(C)NC(=O)CC(c1ccccc1)c1cc(C)ccc1O (stereo not given)	0.6	0.05

4 of these compounds, reformatted:
CN1CCc2c(sc(NC(=O)c3ccc(S(=O)(=O)N4CCc5ccccc54)cc3)c2C(N)=O)C1
  STK33 kinase inh: 0.0 | Kir21 block: -1.31
CC1CCCC(C)N1C(=O)Cn1cnc2cc([N+](=O)[O-])ccc2c1=O (stereo not given)
  STK33 kinase inh: -0.1 | Kir21 block: 0.5
Cc1nc2ccccc2c(=O)n1Cc1ccc([N+](=O)[O-])cc1
  STK33 kinase inh: -1.5 | Kir21 block: 2.09
Cc1ccn2cc(CC(=O)O)nc2c1
  STK33 kinase inh: -2.1 | Kir21 block: 1.05

(continued)
SMILES	STK33 kinase inh	Kir21 block
COCCn1nnnc1C(c1ccc(Cl)cc1)N1CCN(C(=O)c2ccco2)CC1 (stereo not given)	-0.4	0.94
COC(=O)C1C(=O)NCC1c1ccccc1 (stereo not given)	-4.4	-0.49
Cc1ccc(C(=O)NNC(=O)Cn2nnc3ccccc32)cc1	/	-1.05
O=C1CC2(CCCCC2)Oc2ccc(O)cc21	0.2	-0.53
O=C(c1ccc2ccccc2c1)c1c[nH]cc1-c1ccccc1	-2.3	2
Cc1ccc(S(=O)(=O)N2Cc3ccccc3CC2C(=O)Nc2ccc3c(c2)OCO3)cc1 (stereo not given)	-1.8	0.71
Cc1ccc(NC(=O)c2cc([N+](=O)[O-])ccc2N2CCCC2)cc1	-2.0	-0.02
